From PubChem BioAssay
Lung fibro prol: antiproliferative effect on LL 47 fibroblasts – human, LL 47 cells, CellTiter-Glo luminescence, primary screen; LL 47 human lung fibroblast viability, ATP luminescence; hits give low values; viability, % at 10 µM; 85,000 compounds, 1.1% hits; AID 719, 2007;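 active = viability at or below 50% in the single dose screen; inactive = viability above 50%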;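 also: compound exposure lasted 72 h before the ATP readout; 100% = median luminescence of untreated cell-only wells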
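Signal: luminescent ATP detection, CellTiter-Glo; assay system: LL 47 human lung fibroblasts; input: 1,150 cells/well; incubation: overnight cell rest, 72 h compound treatment at 37 °C; measure: % viability versus median cells-only luminescence; medium: IMEM growth medium with 15% fetal bovine serum; dosing: compound addition at 0.1% DMSO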
CD11b adhes inh: inhibitors of CD11b/CD18 adhesion to fibrinogen, primary screen, K562 cells, luminescence. Integrin beta-2 (Homo sapiens) + Integrin alpha-M (Homo sapiens), P05107+P11215. ATPlite luminescence; Mn2+ added to activate the integrin. inhibition, % at 10 µM. 93,000 compounds, 0.54% hits. AID 1497, 2009;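 active = primary inhibition of 50% or more at 10 µM, then 40% or more on retest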; also: some results filed as inactive read as strong as hits
Target sequence (P05107 whole entry, looked up, other chains not shown): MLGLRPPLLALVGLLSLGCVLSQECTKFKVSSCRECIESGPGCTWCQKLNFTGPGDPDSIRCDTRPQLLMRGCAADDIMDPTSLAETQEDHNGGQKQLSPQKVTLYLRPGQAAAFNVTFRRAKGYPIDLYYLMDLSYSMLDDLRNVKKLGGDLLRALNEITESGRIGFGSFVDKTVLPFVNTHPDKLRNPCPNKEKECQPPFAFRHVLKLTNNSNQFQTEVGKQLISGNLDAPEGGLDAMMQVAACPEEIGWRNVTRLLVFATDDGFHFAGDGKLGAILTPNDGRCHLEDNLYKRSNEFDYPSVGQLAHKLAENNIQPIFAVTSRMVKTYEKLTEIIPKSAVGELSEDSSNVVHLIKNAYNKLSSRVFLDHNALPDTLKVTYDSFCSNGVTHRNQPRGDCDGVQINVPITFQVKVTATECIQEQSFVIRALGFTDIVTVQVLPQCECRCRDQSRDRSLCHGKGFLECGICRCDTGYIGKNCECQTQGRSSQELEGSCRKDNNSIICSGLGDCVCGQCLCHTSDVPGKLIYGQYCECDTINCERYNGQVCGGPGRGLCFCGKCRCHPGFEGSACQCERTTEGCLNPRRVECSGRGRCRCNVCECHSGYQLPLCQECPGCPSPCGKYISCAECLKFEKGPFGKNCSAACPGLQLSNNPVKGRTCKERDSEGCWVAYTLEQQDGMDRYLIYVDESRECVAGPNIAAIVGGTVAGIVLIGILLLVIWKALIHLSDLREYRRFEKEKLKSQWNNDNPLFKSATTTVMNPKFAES
ERa coact inh: ERα–SRC-1 coactivator interaction inhibitors, primary screen, biochemical, TR-FRET, ERα LBD, estradiol-bound; Estrogen receptor (Homo sapiens), P03372; TR-FRET ER-alpha LBD / SRC-1 peptide; inhibition, % at 25.6 µM; 86,000 compounds, 1.7% hits; AID 629, 2007; in the data active = inhibition above about 50%;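 also: 0% = receptor plus peptide control and 100% = peptide only without receptor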
ERa coact pot: enhancers of ERα–SRC-1 coactivator binding, primary screen, biochemical, TR-FRET, ERα LBD, low estradiol. coactivator binding (% of control), % at 25.6 µM. TR-FRET ERalpha-LBD/SRC-Cy5 coactivator binding, 2 h; 100 = basal binding, no effect. Estrogen receptor (Homo sapiens), P03372. 86,000 compounds, 1.3% hits; in the data active = activity above about 200%;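 also: binding measured in presence of low estradiol as agonist stimulus; 0% = peptide alone without receptor and 100% = receptor with peptide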
HUVEC inhibit: inhibitors of HUVEC proliferation, primary screen, cell-based, 384-well. CellTiter-Glo luminescence, 72 h; hits give low values. viability, % at 10 µM (by protocol). 86,000 compounds, 1.1% hits. AID 648, 2007;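 active = viability at or below 30%; inactive = viability above 30%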;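 also: 100% = median luminescence of DMSO-only cell control wells on each plate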
H69AR inhibit: proliferation blockers of H69AR lung cancer cells, primary screen, cell-based, human, 86K library; H69AR lung tumor viability, ATP luminescence, 72 h; hits give low values; viability, % at 10 µM; 85,000 compounds, 6% hits; AID 598, 2007;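 active = viability at or below 40%; inactive = viability above 40%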;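 also: multidrug resistant small cell line overexpressing MRP-1 efflux transporter; 100% = mean luminescence of untreated control wells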
CYP2C19 act: human CYP2C19 activators, primary screen, biochemical, luminescence; Cytochrome P450 2C19 (Homo sapiens), P33261; 96,000 tested, under 10 active; activation factor at 5 µM; recombinant CYP2C19, luciferin-H EGE luminescence; hits give high values; 0 = fully inhibited enzyme, 1 = untreated enzyme;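 active = activation factor of at least 2 at 5 µM in the primary screen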;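 also: 0 = wells with 2.5 mM tranylcypromine and 1 = vehicle-only wells; values of inactives mirror those of a sister screen read the other way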
CYP2C19 inhib: blockers of cytochrome P450 2C19 activity – biochemical, luminescence, ADME assay, primary screen | 96,000 compounds, 21% hits | AID 778, 2007 | CYP2C19 Supersomes, luciferin-H EGE luminescence, 30 min | inhibition, % at 5 µM;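 active = CYP2C19 inhibition above a set limit at 5 µM in the primary screen, cut at about 50% in these data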;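 also: plate controls were negative control wells for no effect and 2.5 mM tranylcypromine positive control for full effect; values of inactives mirror those of a sister screen read the other way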
CD11b adhes enh: enhancers of CD11b/CD18 adhesion to fibrinogen, primary screen, K562 cells, luminescence; ATPlite luminescence; activation, % at 10 µM; 93,000 compounds, 0.07% hits; AID 1499, 2009;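 active = 10 µM primary screen giving 50% or more activity, confirmed by 40% or more on retest at that dose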; also: strong numbers were not always called active
The depositor's hits bear a star; nt = no result given; [ ] = dose if it differs, or a comment.

smiles,Lung fibro prol,CD11b adhes inh,ERa coact inh,ERa coact pot,HUVEC inhibit,H69AR inhibit,CYP2C19 act,CYP2C19 inhib,CD11b adhes enh
O=C(Cn1cnc2ccccc2c1=O)N(Cc1ccco1)c1ccc(O)cc1,nt,-10,nt,nt,nt,nt,0.8,21,1
COc1ccc(N=C2C(=Nc3ccc(OC)cc3)N(c3ccccc3)C(=S)N2C(=O)c2ccc(Cl)cc2)cc1,59,nt,-11,108,84,59,nt,nt,nt
COCc1[nH]nc2c1C1(C(=O)Nc3ccc(F)cc31)C(C#N)=C(N)O2 (stereo not drawn),99,-16,6,102,99,80,0.9,6,-3
CCOC(=O)c1ccc(NS(=O)(=O)c2cccc3nsnc23)cc1,96,nt,-8,111,94,101,0.6,37,nt
CCOC(=O)c1c(C)n(C)c2ccc(OC)c(NC(=O)c3cccs3)c12,95,1,-9,104,89,70,1.1,-10,0
Cn1nnnc1SCCNS(=O)(=O)c1ccccc1,107,13,10[fluorescence artefact?],144,93,92,0.2,78*,2
COC(=O)C1=C(C(=O)OC)SC2(S1)C(C(=O)OC)=C(C(=O)OC)SC1=C2c2cc(C)cc(C)c2NC1(C)C,87,41,-2,114,87,62,0.3,67*,-5
O=C1CCCN1c1ccc(S(=O)(=O)NCCOc2ccccc2)cc1,103,nt,22,100[fluorescence artefact?],114,102,nt,nt,nt
N#Cc1c(N)oc(-c2ccccc2)c1-c1ccccc1,103,-2,-1,93,107,99,0.3,75*,-2
COc1cc(OC)c(OC)cc1/C=N/NC(=O)c1cc(-c2cccn2C)n[nH]1,nt,-2,nt,nt,nt,nt,0.9,11,3
CCC(C)(C)NC(=O)C(c1ccccc1F)N(Cc1ccco1)C(=O)c1csnn1 (stereo not drawn),88,-5,-3,126,93,86,0.9,14,-6
Cc1ccc(C)c(SCC(=O)OCC(=O)Nc2ccc(S(=O)(=O)N3CCOCC3)cc2)c1,102,-2,9,91,96,94,0.9,14,-1

The closing 2 records of the part above are carried over, then new ones follow:
smiles,Lung fibro prol,CD11b adhes inh,ERa coact inh,ERa coact pot,HUVEC inhibit,H69AR inhibit,CYP2C19 act,CYP2C19 inhib,CD11b adhes enh
CCC(C)(C)NC(=O)C(c1ccccc1F)N(Cc1ccco1)C(=O)c1csnn1 (stereo not drawn),88,-5,-3,126,93,86,0.9,14,-6
Cc1ccc(C)c(SCC(=O)OCC(=O)Nc2ccc(S(=O)(=O)N3CCOCC3)cc2)c1,102,-2,9,91,96,94,0.9,14,-1
O=C(COc1ccccc1)Nc1sc2c(c1C(=O)NCc1cccnc1)CCCC2,nt,10,nt,nt,nt,nt,0.9,7,3
COc1cccc2c(=O)n(CC(=O)Nc3ccc(F)cc3F)ccc12,97,-18,1,101,107,95,0.4,56*,2
CCOC(=O)COc1c(-c2ccc(OC)cc2)oc2ccccc2c1=O,99,nt,-1,108,102,94,nt,nt,nt
COC(=O)C1=C(CSc2nnnn2C)NC(=O)NC1c1cc(C)ccc1C (stereo not drawn),95,3,7,111,101,90,0.7,33,0
Cc1ccc(S(=O)(=O)NC(=O)c2cccn2C)cc1,105,12,3,113,113,103,1.1,-13,0
CCCN1c2cccc3cccc(c23)S1(=O)=O,87,nt,5,97,107,95,0.1,90*,1
O=C(CSc1nnc(Cc2cccs2)n1Cc1ccco1)Nc1ccc(Br)cc1,101,1,5,112,89,72,0.1,89*,9
Cc1ccc(OCC(=O)N/N=C/C=C/c2ccco2)cc1,nt,3,nt,nt,nt,nt,0.8,17,5
Nc1c(-c2ccc(Cl)cc2)cnn1C1CCS(=O)(=O)C1 (stereo not drawn),100,1,9,102,88,100,1,-1,-1
CCOC(=O)NC(=O)CSc1nnc(C)s1,105,-34,-7,117[fluorescence artefact?],106,92,1,-1,3
Cc1ccc(-c2nc3cc(NS(=O)(=O)c4ccc(C)cc4)ccc3o2)cc1,102,-5,-3,85,77,89,0,99*,2
O=C(CSc1ncc(-c2ccc(F)cc2)n1Cc1ccco1)Nc1ccc2c(c1)OCO2,101,69,8,106[fluorescence artefact?],63,25*,0.8,19,-5

Whole records from above. Screens in order: Lung fibro prol	CD11b adhes inh	ERa coact inh	ERa coact pot	HUVEC inhibit	H69AR inhibit	CYP2C19 act	CYP2C19 inhib	CD11b adhes enh
`Cc1ccc(-c2nc3cc(NS(=O)(=O)c4ccc(C)cc4)ccc3o2)cc1` in the list: 102	-5	-3	85	77	89	0	99*	2
`CCCN1c2cccc3cccc(c23)S1(=O)=O` in the list: 87	nt	5	97	107	95	0.1	90*	1
`COC(=O)C1=C(CSc2nnnn2C)NC(=O)NC1c1cc(C)ccc1C` (stereo not drawn) in the list: 95	3	7	111	101	90	0.7	33	0
`Nc1c(-c2ccc(Cl)cc2)cnn1C1CCS(=O)(=O)C1` (stereo not drawn) in the list: 100	1	9	102	88	100	1	-1	-1

(further entries)
smiles,Lung fibro prol,CD11b adhes inh,ERa coact inh,ERa coact pot,HUVEC inhibit,H69AR inhibit,CYP2C19 act,CYP2C19 inhib,CD11b adhes enh
CC(C)CO/C(=N/S(=O)(=O)c1ccccc1)c1ccccc1,97,-25,-1,94,93,98,0.2,76*,-2
ON1C2CCCCC2N(O)C1c1ccccc1C(F)(F)F (stereo not drawn),102,1,-5,108,99,102,0.9,7,-2
CCn1c(C)c(C(C)=O)c(N2CCC(C(N)=O)CC2)nc1=S,103,-14,-12[fluorescence artefact?],107[fluorescence artefact?],100,99,1.1,-5,-9
Cc1ccc(CSc2nc3c(c(N(C)C)n2)CCCC3)cc1,nt,44,nt,nt,nt,nt,0.1,93*,-6
CCN1CCN(C(c2cccnc2)c2cc(Cl)c3cccnc3c2O)CC1 (stereo not drawn),75,1,66*[fluorescence artefact?],37[fluorescence artefact?],75,102,0.8,17,2
CC(=O)Oc1cccc(N2C(=O)C3CC=CCC3C2=O)c1 (stereo not drawn),103,1,3,110,88,72,1,-1,-2
CCN(CC)c1ccc(NC(=O)CN2CCN(CC(=O)Nc3ccc(F)cc3)CC2)cc1,93,-9,-7,97,95,91,0.9,14,-6
CCOC(=O)c1c(N)sc(C(=O)N2CCOCC2)c1C,96,nt,-24,104,92,86,nt,nt,nt
Cc1csc(-c2cnn(-c3ccccc3)c2NC(=O)c2ccccc2)n1,83,3,-5,124,93,72,1.1,-12,-3
COc1ccc(C(=O)NC2CC3CCCC(C2)N3CC(C)C)cc1OC (stereo not drawn),nt,-1,nt,nt,nt,nt,1.1,-14,6
Cc1nc2c(Cl)cccc2[nH]1,102,-11,-22,110,99,104,1,3,-3
CC(=O)c1ccc(NC(=O)c2noc3c2CCCCC3)cc1,115,4,-6,101,113,90,1,0,2

Next records follow:
smiles,Lung fibro prol,CD11b adhes inh,ERa coact inh,ERa coact pot,HUVEC inhibit,H69AR inhibit,CYP2C19 act,CYP2C19 inhib,CD11b adhes enh
CCOC(=O)C(NC(=O)CC)(Nc1ccc(S(=O)(=O)Nc2ncccn2)cc1)C(F)(F)F (stereo not drawn),99,-11,-4,120,98,94,1.1,-6,4
CC(C)(C)C(=O)Nc1ccccc1C(=O)N1CCCC1,98,nt,-3,99,103,95,nt,nt,nt
Cc1cccc(C)c1NC(=O)/C(C#N)=C/c1cccs1,93,nt,-6,113,104,97,0.7,33,nt
C=CCc1c(C)c(C#N)c2nc3ccccc3n2c1NCCN(C)C,96,1,-4,99,99,33*,1.1,-14,-6
O=c1c2cc(N3CCOCC3)ccc2[nH]c(=S)n1CCCN1CCN(c2ccccc2F)CC1,nt,-21,nt,nt,nt,nt,1,3,-1
Nc1c(C(=O)NCc2ccccc2)nnn1Cc1ccccc1,87,2,1,111,87,99,0.9,6,2
Cc1ccc(C(C(=O)NC(C)(C)C)N(CC2CCCO2)C(=O)Cn2nnc(-c3ccc(C)o3)n2)cc1 (stereo not drawn),103,-25,-14,119,111,89,1,0,-3
NS(=O)(=O)c1cccc(NC(=O)CSc2ccccn2)c1,nt,2,nt,nt,nt,nt,0.9,5,-7
Clc1cccc2sc(N3CCCCC3)nc12,nt,-4,nt,nt,nt,nt,1,2,0
CC(C)CC(=O)NC(=S)Nc1ccccn1,nt,10,nt,nt,nt,nt,1,-2,-2
CC(C)n1c(N2CCN(CC(=O)NCc3cccs3)CC2)nc2ccccc21,104,-12,5[fluorescence artefact?],105,91,71,0.7,32,2
O=C(CSc1nc2ccccc2c(=O)n1CC1CCCO1)NCC1CCCO1 (stereo not drawn),109,-10,-2,98,102,95,0.9,10,-2

Next structures follow:
smiles,Lung fibro prol,CD11b adhes inh,ERa coact inh,ERa coact pot,HUVEC inhibit,H69AR inhibit,CYP2C19 act,CYP2C19 inhib,CD11b adhes enh
CCOC(=O)c1c(C)[nH]c(C(=O)OCC(=O)N2CCN(S(=O)(=O)c3ccccc3)CC2)c1C,102,-18,6[fluorescence artefact?],104,84,80,1,0,-3
COc1ccc(S(=O)(=O)Nc2ccc(S(=O)(=O)N3CCCCC3)cc2)cc1C,95,28,10,102,86,71,0.4,58*,-2
Cn1c(=O)[nH]c(=O)c2c1nc(N1CCCCC1)n2CCSc1nc2ccccc2o1,93,-20,6,101,91,50,0.9,14,-3
COCCCn1c(=NC(=O)c2ccc3c(c2)OCO3)c(C#N)cc2c(=O)n3cccc(C)c3nc21,86,1,31,75[fluorescence artefact?],82,52,1,-2,1
COc1cc(/C=N/n2cnnc2)ccc1OCc1ccc(C)cc1,109,8,14,72[fluorescence artefact?],97,76,0.5,49,-2
CCS(=O)(=O)NCC(c1cccnc1)N1CCN(c2ccc(F)cc2)CC1 (stereo not drawn),100,nt,-16,103,88,99,1,4,nt
Cc1cc(C(=O)N2CCOCC2)n(-c2ccccc2)n1,105,6,-3,121,96,66,0.6,38,-2
Cc1ccc(NC(=O)c2cc(C)on2)cc1,108,10,-4,121,105,93,1.2,-18,-6
CCC1(CC)Nc2ccccc2C(=O)N1c1ccc(NC(C)=O)cc1,98,6,-6,109,92,93,0.3,74*,-1
CSc1ccc(-c2nnn(Cc3ccc(C)cc3)n2)cc1,106,-32,2,106,89,100,0.4,62*,0
CC1CN(Cc2ccc(Cl)cc2Cl)CC(C)O1 (stereo not drawn),93,-15,-8,102,94,105,0.5,54*,0

Exported with values under each structure: 4 of the compounds above
Results follow in this order: Lung fibro prol | CD11b adhes inh | ERa coact inh | ERa coact pot | HUVEC inhibit | H69AR inhibit | CYP2C19 act | CYP2C19 inhib | CD11b adhes enh
- O=c1c2cc(N3CCOCC3)ccc2[nH]c(=S)n1CCCN1CCN(c2ccccc2F)CC1
 : nt | -21 | nt | nt | nt | nt | 1 | 3 | -1
- COC(=O)C1=C(CSc2nnnn2C)NC(=O)NC1c1cc(C)ccc1C (stereo not drawn)
 : 95 | 3 | 7 | 111 | 101 | 90 | 0.7 | 33 | 0
- Cc1cc(C(=O)N2CCOCC2)n(-c2ccccc2)n1
 : 105 | 6 | -3 | 121 | 96 | 66 | 0.6 | 38 | -2
- CCn1c(C)c(C(C)=O)c(N2CCC(C(N)=O)CC2)nc1=S
 : 103 | -14 | -12[fluorescence artefact?] | 107[fluorescence artefact?] | 100 | 99 | 1.1 | -5 | -9
